Wnt act = Wnt/beta-catenin pathway activation; Wnt/beta-catenin reporter cell assay, activator, plate reader; activation, % at 9.35 µM; 300,000 tested, 1.2% active; in the data active = activation above about 30%, passing the limit was not always enough; inconclusive = no clear call, values can overlap the other calls;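 also: 0% = neutral control wells and 100% = positive control wells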
Rtt109 HAT inh = inhibitors of Candida albicans Rtt109/Vps75 histone acetyltransferase. purified Rtt109/Vps75, ThioGlo CoA-SH fluorescence, 4 h. inhibition, % at 34.9 µM. 330,000 tested, 0.16% active. AID 540336;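 active = inhibition of at least 50% in every replicate; inconclusive = best replicate reaches 50% inhibition but some replicates fall short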
Target sequence (Q5AAJ8 whole entry, looked up): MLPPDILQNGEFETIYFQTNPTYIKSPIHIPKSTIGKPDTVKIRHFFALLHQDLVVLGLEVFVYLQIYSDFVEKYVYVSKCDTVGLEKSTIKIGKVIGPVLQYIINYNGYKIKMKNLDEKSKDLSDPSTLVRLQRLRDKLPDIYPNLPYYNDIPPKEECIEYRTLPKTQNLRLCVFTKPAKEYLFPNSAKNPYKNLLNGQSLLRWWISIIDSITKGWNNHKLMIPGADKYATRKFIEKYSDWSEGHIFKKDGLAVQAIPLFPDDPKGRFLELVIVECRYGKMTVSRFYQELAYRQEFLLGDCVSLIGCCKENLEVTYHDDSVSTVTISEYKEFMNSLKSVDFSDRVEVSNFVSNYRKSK
Tat transport = inhibitors of E. coli Tat protein transport; E. coli MC4100 TorA-mCherry Tat export, fluorescence; 340,000 tested, 0.036% active; inhibition, % at 10 µM; AID 488895;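 active = mean replicate inhibition at least 50% and at least half of replicates individually reaching 50%; inconclusive = only one of the two criteria met; inactive = neither criterion met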;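 also: exported cargo escapes ClpAP degradation while cytoplasmic cargo is degraded and loses fluorescence; 0% = median of neutral control wells and 100% = median of NaSCN control wells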
CDK5 p35 inh = blocks human CDK5/p35 kinase activity; Q00535+Q15078; Recombinant CDK5/p35, ADP-Glo luminescence, 60 min; inhibition, % at 10 µM; 330,000 tested, 0.01% active; AID 488839;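 active = highest replicate inhibition of at least 50% and at least 75% of replicates reaching 50%; inconclusive = only one of the two criteria met; inactive = both criteria failed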;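 also: plate controls were DMSO neutral control for no effect and GW8510 at 10 µM for full effect; many of its hits are not listed in these tables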
CAL PDZ FP-1 = inhibitors of human CAL PDZ peptide binding; Q9HD26; purified CAL PDZ, TMR-peptide fluorescence polarization, 1 h; inhibition, % at 24.9 µM; 300,000 tested, 0.92% active; AID 602252;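 active = mean inhibition of at least 30% with at least half of replicates also reaching 30%; inconclusive = no clear call, values can overlap the other calls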;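 also: 0% = DMSO neutral control and 100% = excess unlabeled competitor peptide PRC23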
RTF Ca sens act = cardiac RTF calcium sensitization; IANBD-labeled TnC RTF fluorescence at EC20 calcium; 0% EC20 calcium, 100% full calcium; activation, % at 7.2 µM; P19429+P45379; 340,000 tested, 0.24% active; AID 493008;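 active = activation above the mean over all tested compounds plus 3 SD, cut at about 30% in these data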;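 also: rise in fluorescence read as greater calcium sensitivity of cardiac thin filaments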
MITF act = increases MITF-driven TRPM1 promoter luciferase signal; SK-MEL-5 TRPM1-promoter luciferase, 24 h; % of positive control, neutral wells = 0; activation, % at 12.5 µM; 300,000 tested, 0.75% active; AID 588334;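 active = mean activation of at least 80% with every replicate also reaching 80%; inconclusive = mean reaches 80% but some replicate falls short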;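 also: 0% = neutral control wells and 100% = parthenolide positive control wells; values of inactives mirror those of a sister screen read the other way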
dFosB act = activators of mouse delta FosB homodimer; P13346; purified delta FosB, TAMRA-CDK5 oligo fluorescence polarization; percent of positive-control signal above neutral wells; AID 493131; 340,000 tested, 0.99% active; activation, % at 25 µM;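 active = mean activation above about 17%, with every replicate also reaching it, limit read from the data, passing the limit was not always enough; inconclusive = only one of the two conditions met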;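 also: fluorescence polarization rise as delta FosB binds a TAMRA Cdk5 AP-1 oligo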
Target sequence (P13346 whole entry, looked up): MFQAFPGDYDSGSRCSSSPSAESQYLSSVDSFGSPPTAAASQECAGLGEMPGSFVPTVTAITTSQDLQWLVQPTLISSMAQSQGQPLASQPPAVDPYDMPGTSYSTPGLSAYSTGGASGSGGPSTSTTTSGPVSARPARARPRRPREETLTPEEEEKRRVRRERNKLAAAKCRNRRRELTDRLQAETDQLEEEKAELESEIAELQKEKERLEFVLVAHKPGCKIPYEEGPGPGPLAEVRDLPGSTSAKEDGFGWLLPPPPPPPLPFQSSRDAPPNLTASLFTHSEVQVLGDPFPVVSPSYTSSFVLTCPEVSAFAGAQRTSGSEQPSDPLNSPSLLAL
V-ATPase pH = alters yeast V-ATPase proton transport; response, % at 10 µM; AID 504577; S. cerevisiae, pHLuorin cytosolic pH fluorescence; 350,000 tested, 0.37% active; in the data active = response mostly above about 7.3%, no sharp cut-off; inactive = mostly below about 5.4%; also: actives read high; inactives centre near 0; some compounds called inactive have numbers as strong as hits; reference of the scale not given here
CAL PDZ FP-2 = inhibitors of human CAL PDZ peptide binding; Q9HD26; purified CAL PDZ, TMR-peptide fluorescence polarization, 1 h; inhibition, % at 20 µM; 330,000 tested, 0.02% active; AID 504414;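 active = highest replicate inhibition of at least 40%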;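 also: plate controls were DMSO neutral control wells for no effect and unlabeled competitor peptide control wells for full effect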
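Assay system – tagged CAL PDZ protein CerCALP, purified · Timing – 1 h at RT · Compound – single point, 20 µM · Measured by – fluorescence polarization from S- and P-plane intensities, G-factor corrected · Evaluation – inhibition from polarization loss · Probe or stimulus – TMR reporter peptide T*-PRC34 · Buffer or medium – pH 7.4 phosphate-saline buffer, reducing agent, detergent, IgG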
Active calls of the source: *; ? = inconclusive; . = no result given. Compounds were not picked by outcome; overall some 4.1% were active at least once.

Structure	Wnt act	Rtt109 HAT inh	Tat transport	CDK5 p35 inh	CAL PDZ FP-1	RTF Ca sens act	MITF act	dFosB act	V-ATPase pH	CAL PDZ FP-2
CC1(C)CC(=O)C2=C(C1)N(c1cccc(O)c1)C1=C(C2)C(=O)CC(C)(C)C1	.	-61	-1	-0.7	.	2	7	-1	-2	-1.0
Oc1ccc2oc3c(c2c1/C=N/n1cnnc1)CCCC3	.	-2	4	4.8	-4	-1	-2	-11	4	-2.3
CCOc1ccc(NC(=S)N(CCc2c(C)[nH]c3ccccc23)Cc2cccnc2)cc1	-6	-8	2	2.5	.	-3	-6	-8	1	-0.2
COc1ccc(CN(C)CC(=O)Nc2ccc(N3CCOCC3)cc2)cc1OC	-3	11	-1	0.2	-1	3	9	4	1	-1.1
Cc1ccc(S(=O)(=O)N2CCOCC2)cc1C(=O)N1CCN(S(=O)(=O)c2ccccc2F)CC1	-3	5	4	-0.8	.	-2	13	-7	-3	-0.7
COc1ccc(C(F)(F)F)cc1N/C=C/c1nnnn1-c1ccc2ccccc2c1	2	3	9	4.5	3	1	.	-12	1	-0.6
c1cncc(-c2nc3ccccc3o2)c1	.	9	9	1.0	-3	-2	27	-10	-2	-1.7
CCC1CCCCN1C(=O)CSc1n[nH]c(N)n1 (stereo unspecified)	-1	3	-1	-7.6	-1	-6	-8	3	-2	-0.1
O=C(CN1C(=O)NC2(CCCCC2)C1=O)Nc1ccc(S(=O)(=O)N2CCOCC2)cc1	-1	3	0	-0.3	0	-4	-18	-5	0	-1.7
CCOC(=O)c1[nH]c2ccc(OC)cc2c1NC(=O)c1ccc2c(c1)OCO2	-2	9	-12	-3.6	-1	8	-5	-10	1	-1.0
O=C(CCC(=O)OCc1cccc([N+](=O)[O-])c1)Nc1ccc(F)cc1	.	.	12	-3.6	-3	8	-5	0	1	-1.2
Cc1cc(C(C)(C)C)oc1C(=O)OCC(=O)NC1CCCCC1	-2	23	3	0.3	0	4	2	-6	-3	-0.7
COc1ccc(NC(=O)c2sc(SCc3ccccc3)nc2N)cc1	-5	1	1	0.2	-3	4	3	-12	-3	-1.8
Clc1cccc(OCCn2cncn2)c1Cl	.	0	4	-1.5	-2	0	8	5	2	-1.4
CCOc1ccc(N2CC(C(=O)NCc3ccccn3)CC2=O)cc1 (stereo unspecified)	-1	-5	4	0.2	-4	-4	7	-17	.	-4.0
Cn1c(=O)[nH]c(NC2CCCCC2)c(N=O)c1=O	0	4	-18	-1.6	-2	-1	11	1	5	-1.8
CCOc1cc(N2CCOCC2)c(OCC)cc1NC(=O)COC(=O)c1ccc([N+](=O)[O-])o1	-5	-6	-5	0.0	92*	-7	-19	3	-2	0.5
C[C@H](C[C@H](O)[C@H]1OC1(C)C)C1=C2C[C@H](O)C3[C@@]4(C)CCC(=O)C(C)(C)C4CC[C@]3(C)[C@@]2(C)CC1 (stereo partly specified)	8	9	25	1.9	-2	7	-6	-4	9	0.0
CN1CCN(c2nc3c(c(=O)[nH]c(=O)n3C)n2CCSc2nc3ccccc3s2)CC1	3	-1	0	-0.3	2	2	0	1	-1	-0.3
CCOc1ccc(NC(=O)COc2nsnc2N2CCCCC2)cc1	.	-8	-3	-2.3	.	2	4	-6	-1	1.3
Cc1ccc(NC(=S)N(Cc2cccc(Br)c2)CC2CCC(C(=O)O)CC2)cc1 (stereo unspecified)	-2	23	-7	0.6	.	3	-4	1	-3	-0.5
Cc1ccccc1N1C(=O)CC(N(O)c2ccccc2)C1=O (stereo unspecified)	.	-7	0	0.7	-1	3	-18	5	3	-0.2
Cc1ccc(N(CC(=O)Nc2ccc(C)cn2)S(=O)(=O)c2c(C)nn(C)c2C)cc1	.	-2	-4	-1.6	-7	3	.	-5	-2	-1.1
NC(=O)CSc1nc2ccccc2c(=O)n1CCc1ccccc1	-1	0	-4	0.2	-4	-7	.	0	-5	-0.9
COC(C/C=C/C(=O)[C@H](C)OCc1ccccc1)OC	.	-37	0	-1.2	0	7	4	-3	-4	-0.8
CC1CCc2sc3ncnc(N4CCN(CCO)CC4)c3c2C1 (stereo unspecified)	-1	-15	4	2.3	-1	-6	2	-7	-3	0.6
O=C(OCc1cc(=O)n2ccsc2n1)C1(c2ccc(Cl)cc2)CC1	-6	6	-1	0.1	-4	-5	12	-1	-1	-0.2
Cc1ccc(NC(=S)N(Cc2ccc(Cl)cc2)Cc2ccc(C(=O)O)cc2)cc1Cl	-1	.	-14	-2.1	-3	1	-6	-6	0	-0.7
CC(C)[C@H](NC(=O)Nc1ccc(Oc2ccccc2)cc1)C(=O)O	.	5	-5	1.6	5	-3	1	5	0	0.1
C[C@@H]1CN(c2c(F)c(F)c3c(=O)c(C(=O)O)cn(C4CC4)c3c2F)C[C@H](C)N1	0	-4	68*	-0.4	-1	-3	-1	-6	-5	-0.3
CN(C)CCCNc1ccc(-c2nn(C)c(=O)c3ccccc23)cc1[N+](=O)[O-]	-4	2	-14	-0.1	-5	-1	11	-8	0	0.7
CN(CCc1ccccc1)C1CCCN(S(=O)(=O)CC(F)(F)F)C1 (stereo unspecified)	-1	2	3	-0.3	3	-4	.	-1	-4	-1.1
CC(C)Oc1ccc(C(=O)OCC(=O)NCCNC(=O)COC(=O)c2ccc(OC(C)C)cc2)cc1	3	-2	-3	-0.1	.	-3	2	-27	1	-0.8
CCC1(C(=O)OC)CCc2c(cc(OC)c3ccccc23)C1=O (stereo unspecified)	2	-171	11	0.0	10	0	-17	-5	-1	-1.0
CC(=O)NCC(=O)N1CCCC(C(=O)c2ccc(Oc3ccccc3)cc2)C1 (stereo unspecified)	0	1	16	0.1	-5	4	-1	-3	-1	-0.2
COc1ccc(OCC(=O)N2CCN(C(=O)COc3ccccc3)CC2)cc1	-6	-11	-2	-0.9	-1	0	-1	-3	0	-0.3
COc1ccc(-n2cc(-c3ccccc3)c3c(N4CCN(CCO)CC4)ncnc32)cc1	-3	-1	12	-7.6	10	-5	3	-13	-3	-1.2
FC(F)(F)c1cccc(Oc2nc(-c3ccccc3)nnc2C(F)(F)F)c1	0	1	-4	-2.2	-2	-1	.	8	1	-1.3
Cn1c(=O)n(C)c2cc(/C=C3/SC(=O)N(CC(=O)N4CCOCC4)C3=O)ccc21	.	9	3	0.0	-1	1	6	10	0	-1.0
Cc1ccc(C(=O)N/C(=C/c2ccco2)C(=O)O)cc1	.	-2	3	-0.8	1	4	8	2	1	0.1
CCCC[C@@H](CNC)NC[C@H](NCCCCC1CCCCC1)C(C)C	14	14	8	-1.4	-1	-8	-77	12	8	-0.5
CCCNC(=S)Nc1ccc(Br)cc1	-3	-1	-5	0.0	-9	-3	-4	-1	-2	-0.3
CCCCCc1cc(=O)oc2c(C(CCN(CC)CC)c3ccc(OC)cc3)c(OC)cc(OC)c12 (stereo unspecified)	-10	25	17	2.0	-6	-2	-80	9	-3	-1.0
COC(c1ccccc1)c1nnc(CCC(=O)N(C)C(C2CC2)C2CC2)o1 (stereo unspecified)	18	0	?	-0.7	-3	-3	26	-3	-1	-2.1
O=C(CN1CCC(NC(=O)C2CCCCC2)CC1)NCc1ccco1	-1	-4	6	-1.7	8	10	-12	-7	2	-0.7
COC(=O)Cc1nnc(Nc2cccc(C)c2)c2ccccc12	-1	6	8	-0.5	30*	0	-12	8	4	-0.9
CCC1(C(=O)c2ccccc2)C(c2cccc([N+](=O)[O-])c2)C1(C(=O)OC)C(=O)OC (stereo unspecified)	-3	10	8	-0.3	-4	-2	-6	-2	12	-3.0
Cn1c(=O)[nH]c2nc[nH]c2c1=O	-1	-3	0	-2.0	-1	-7	6	-1	4	0.5
Cc1cc2cc(CNC(=S)NC3CCCCC3)ccc2n1C	0	-4	3	1.3	0	-4	-4	-12	3	-7.2
O=c1c(=NNc2ccccc2Cl)c(=O)c2ccccc12	-6	4	-2	-0.4	-3	-12	-29	0	-2	-2.6
O=C(COC(=O)/C=C/c1ccc(OC(F)F)cc1)NCc1cccs1	-1	1	3	-1.9	-3	-2	3	0	-4	0.6
COc1ccc(C(C(=O)NC2CCCCC2)N(C(=O)CCl)c2ccc(C)cc2)cc1 (stereo unspecified)	-4	5	-3	0.0	-3	-4	-82	-2	-1	0.0
Cc1ccc(CNC(=O)COC(=O)C2CCN(S(=O)(=O)c3cccs3)CC2)cc1	96*	-1	-2	1.3	-1	-1	-2	-5	0	-0.4
CC(=O)c1c(C)nn(CC(O)Cn2c3c(c4cc(C)ccc42)CCCC3=O)c1C (stereo unspecified)	0	-7	9	-1.0	3	2	.	-13	2	-4.5
Cc1cccc(CNC(=O)c2cc(S(=O)(=O)N3CCOCC3)cn2C)c1	-5	9	0	-1.2	-2	-9	-2	2	6	-0.2
O=C(c1ccccc1)N1CN2CN(C(=O)c3ccccc3)CC([N+](=O)[O-])(C2)C1	.	2	-6	-0.1	-2	6	5	3	46*	-3.1

Screening results as filed in PubChem.
